High-throughput results (PubChem)
GLP-1R inv ag – acts as inverse agonist at human GLP-1 receptor; HEK293 GLP-1R CRE-luciferase, luminescence, 24 h; GLP-1R form is constitutively active; Potency, µM (highest dose often 38.3 µM), for inactives: at the top dose activity change, negative = inhibition, most hits filed as inhibitors; 1.6% of 410,000 active; note: % is set by controls: 0 for no effect and ±100 for the full control effect; nearly all actives have a fitted effect of over 55% in size
Target sequence (P43220 whole entry, looked up): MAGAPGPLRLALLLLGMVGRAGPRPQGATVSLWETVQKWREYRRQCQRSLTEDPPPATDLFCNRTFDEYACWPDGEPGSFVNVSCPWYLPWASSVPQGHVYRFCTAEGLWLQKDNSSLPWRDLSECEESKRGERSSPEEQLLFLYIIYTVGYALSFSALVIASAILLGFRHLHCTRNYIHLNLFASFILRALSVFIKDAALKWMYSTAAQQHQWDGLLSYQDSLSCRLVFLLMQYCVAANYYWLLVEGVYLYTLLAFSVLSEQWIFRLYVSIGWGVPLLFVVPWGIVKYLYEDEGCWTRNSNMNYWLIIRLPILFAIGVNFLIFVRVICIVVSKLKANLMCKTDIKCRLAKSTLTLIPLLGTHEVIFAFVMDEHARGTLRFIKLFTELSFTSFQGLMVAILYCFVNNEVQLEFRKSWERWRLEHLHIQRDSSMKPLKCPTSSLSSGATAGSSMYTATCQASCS
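Luminescence readout: a drop in cAMP-driven luciferase signal flags inverse agonism at a constitutively active GLP-1R stably expressed in HEK293. Compound exposure lasted 24 hr at 37 deg C, 5% CO2.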
KB-V1 cytotox – kills drug-selected multidrug resistant KB-V1 cells; KB-V1 MDR cells viability, CellTiter-Glo, 72 h; Potency, µM (series often up to 46.1 µM), inactives show at the top dose activity change, negative = cytotoxicity, most hits filed as cytotoxic; 3.4% of 400,000 active; note: % is set by controls: 0 for no effect and ±100 for the full control effect; nearly all actives have a fitted effect of over 60% in size
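Readout: CellTiter-Glo luminescence, 10 min after addition. Cells: KB-V1 MDR subline, 72 h at 37 degrees C with compound. Analysis: corrected, normalized data fitted to concentration-effect curves.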
GLP-1R agonist – activates the human GLP-1 receptor | P43220 | HEK293 GLP-1R CRE-luciferase, luminescence, 4-6 h; cells express a hypersensitive GLP-1R form | Potency, µM (highest dose often 45.6 µM), for inactives: at the highest dose activation, actives largely listed as activators | 0.007% of 380,000 active; note: % of control where 0% means no effect
HEK293 tox – cytotoxicity counter-screen for GLP-1 receptor inverse agonists | 0.13% of 410,000 active | Potency, µM (highest dose often 38.3 µM), for inactives: at the top dose activity change, negative = inhibition, hits mostly inhibitors | HEK293 cAMP-luciferase reporter cells, luminescence, 24 h;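 note: loss of luciferase light is scored as toxicity; % is set by controls: 0 for no effect and ±100 for the full control effect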
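Luminescence readout: signal drop marks cytotoxicity. Plated cells grew 12 h at 37 °C, 5% CO2, received 23 nL compound for 24 h, then got luciferase reagent, read after 12 min at RT.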
HT1080 IDH1KD tx – HT-1080 IDH1 knockdown cell toxicity (counter line) | HT-1080 IDH1 knockdown viability, ATP luminescence, 48 h | Potency, µM (series often up to 46.1 µM), inactives show at the highest dose activity, negative = toxicity, usual class: cytotoxic | 2% of 360,000 active;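 note: 0% = DMSO wells and -100% = cell-free medium wells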
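Viability of IDH1-knockdown HT-1080 fibrosarcoma cells was assessed by CellTiter-Glo after 48 h at 37 °C with titrated compound; concentration-effect curves were classified by fit quality and response size.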
HT1080NT lethal – kills 2HG-producing HT-1080-NT fibrosarcoma cells | HT-1080-NT fibrosarcoma viability, CellTiter-Glo ATP luminescence, 48 h | Potency, µM (highest dose often 46.1 µM), for inactives: top-dose activity, negative = less viability, hits mostly cytotoxic | 1.6% of 360,000 active | AID 686970;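 note: NT is the 2HG producing partner of a matched IDH1 knockdown line; 0% = DMSO-treated cells and -100% = media-only wells without cells; nearly all actives have a fitted effect of over 55% in size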
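Read-out is CellTiter-Glo luminescence after 10 minutes at room temperature, following 48 hours' compound treatment of HT-1080-NT cells (750 cells/well, RPMI, 5% FBS, 37 degrees C).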
TDP-43 yeast inh – TDP-43 toxicity inhibition in yeast | TDP-43 expressing yeast growth rescue, BacTiter-Glo, 24 h | Potency, µM (titrated, usually from 46.1 µM), for inactives: at the top dose growth rescue (activation), actives largely listed as activators | 1.8% of 410,000 active; note: % of control where 0% means no effect; nearly all actives have a fitted effect of over 50% in size
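Cell-based yeast growth screen: TDP-43 expression induced in galactose, inoculum OD600=0.02 after raffinose pregrowth to mid-log. Read-out BacTiter-Glo luminescence at 24 hr, 30 deg C; inhibition of toxicity seen as signal increase.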
KB-3-1 cytotox – kills parental KB-3-1 adenocarcinoma cells; KB-3-1 viability, CellTiter-Glo ATP luminescence, 72 h; Potency, µM (doses to about 46.1 µM), inactives show top-dose activity change, negative = cytotoxic, most hits filed as cytotoxic; 1.4% of 400,000 active; note: % is set by controls: 0 for no effect and ±100 for the full control effect; nearly all actives have a fitted effect of over 60% in size
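Multi-concentration cytotoxicity screen in KB-3-1 cells grown in DMEM lacking phenol red with 10% FBS. After 72 h at 37 °C with compound, ATP-dependent luminescence was recorded.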
SW480 rerep – inducers of DNA re-replication in SW480 colon cancer cells. SW480 DNA re-replication, Hoechst DNA content imaging, 48 h. AID 624297. Potency, µM (top dose mostly 46.1 µM), for the others: at the highest dose re-replication activation, hits mostly activators. 1.8% of 340,000 active; note: % of control where 0% means no effect; nearly all actives have a fitted effect of over 55% in size
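Quantitative HTS format with DMSO vehicle controls; 48 hr drug incubation at 37 C, then 40 min Hoechst staining and scanning imager measurement at 405 nm excitation.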
An asterisk follows results filed as active; u = inconclusive; x = no result given; [ ] = another dose, or the depositor's remark. Calls come from the whole dose curve; as a rule, active = well fitted curve in the direction sought with a large enough effect; inconclusive = small, poorly fitted or top-dose-only effect, or another doubt; inactive = no such curve, though single readings can be large; an effect the other way counts as inactive or inconclusive. Potency is the fitted concentration of half-maximal effect.

#1 COC(=O)c1c(SC)nc2ccccc2c1OCc1ccc(C)cc1
#2 COc1ccccc1CNS(=O)(=O)c1ccc2c(c1)CC(C)N2C(C)=O (stereo not given)
#3 COc1ccc(C2=NO[C@H]3C[C@](C(=O)NC(C)C)(S(=O)(=O)c4ccccc4)C[C@@H]23)cc1
#4 COc1ccccc1Nc1nnc(SCc2cc(=O)n3ccsc3n2)s1
#5 COc1cccc(C(Nc2ccccc2)c2ccc3ccc(C)nc3c2O)c1 (stereo not given)
#6 O=C1CN(C(=O)c2ccc(Cl)nc2)c2ccccc2N1
#7 CC(C)N1CCN(Cc2cnc(N3CCCC3)s2)CC1CCO (stereo not given)
#8 Cc1[nH]c2ccccc2c1C(=O)COC(=O)Cn1c(C)nc2ccccc21
assay / compound,1,2,3,4,5,6,7,8
GLP-1R inv ag,u,9.5%,9.5%,22.9%[0.307 µM],u,16.2%,-19.1%,-15.3%
KB-V1 cytotox,3.6%,-24.2%,-6.6%,u,u,-5.8%,-0.7%,u
GLP-1R agonist,x,x,8.7%,11.4%,x,0.7%,1.3%,2.5%
HEK293 tox,6.5%,5.3%,-12.3%,18.1%[0.307 µM],-7.4%,-10.1%,-27.9%,-0.7%
HT1080 IDH1KD tx,x,x,2.5%,u,7.31µM*,8.7%,13.2%,4.5%
HT1080NT lethal,x,x,0.7%,u,10.3µM*,16.9%,5.0%,6.4%
TDP-43 yeast inh,14.2%,17.9%,3.0%,0.0%,22.4µM*,-9.4%,20.1%,-1.2%
KB-3-1 cytotox,0.3%,-14.2%,9.4%,-14.9%,u,-3.0%,-1.3%,-2.8%
SW480 rerep,x,x,-24.9%,12.3%,x,-1.5%,-8.1%,-2.9%

3 compounds already listed, arranged by SMILES length, highest first:
#3 COc1ccc(C2=NO[C@H]3C[C@](C(=O)NC(C)C)(S(=O)(=O)c4ccccc4)C[C@@H]23)cc1
#8 Cc1[nH]c2ccccc2c1C(=O)COC(=O)Cn1c(C)nc2ccccc21
#2 COc1ccccc1CNS(=O)(=O)c1ccc2c(c1)CC(C)N2C(C)=O (stereo not given)
assay / compound,3,8,2
GLP-1R inv ag,9.5%,-15.3%,9.5%
KB-V1 cytotox,-6.6%,u,-24.2%
GLP-1R agonist,8.7%,2.5%,x
HEK293 tox,-12.3%,-0.7%,5.3%
HT1080 IDH1KD tx,2.5%,4.5%,x
HT1080NT lethal,0.7%,6.4%,x
TDP-43 yeast inh,3.0%,-1.2%,17.9%
KB-3-1 cytotox,9.4%,-2.8%,-14.2%
SW480 rerep,-24.9%,-2.9%,x

Gathered by group, those above with an aryl thioether with sulfur outside any ring.
#1 COC(=O)c1c(SC)nc2ccccc2c1OCc1ccc(C)cc1
#4 COc1ccccc1Nc1nnc(SCc2cc(=O)n3ccsc3n2)s1
assay / compound,1,4
GLP-1R inv ag,u,22.9%[0.307 µM]
KB-V1 cytotox,3.6%,u
GLP-1R agonist,x,11.4%
HEK293 tox,6.5%,18.1%[0.307 µM]
HT1080 IDH1KD tx,x,u
HT1080NT lethal,x,u
TDP-43 yeast inh,14.2%,0.0%
KB-3-1 cytotox,0.3%,-14.9%
SW480 rerep,x,12.3%

(cont.)
#9 Cc1c(N2C(=O)/C(=C3/C(=O)N(C)c4ccccc43)SC2=S)c(=O)n(-c2ccccc2)n1C
#10 O=C(CSCc1ccccc1Cl)NN1C(=O)c2ccccc2C1=O
#11 COc1cccc2cc(C(=O)C3=C(O)C(=O)N(CCN4CCOCC4)C3c3ccc(C(C)(C)C)cc3)oc12 (stereo not given)
#12 Cc1c(Br)ccc(NC(=O)c2ccccc2[N+](=O)[O-])c1C
#13 CC(C)c1ccc(NC(=O)CN2C(=O)C3(SCC(=O)N3c3ccc(F)cc3)c3ccccc32)cc1 (stereo not given)
#14 CCCCN(CCCC)S(=O)(=O)c1ccc(C(=O)Nc2sc3c(c2C(N)=O)CCN(CC)C3)cc1
#15 O=C(c1ccccc1)c1c[nH]c(C(=O)NCCCn2ccnc2)c1
#16 O=C(Cn1c(SCC(=O)N2CCc3ccccc32)nc2ccccc21)NC1CCCC1
assay / compound,9,10,11,12,13,14,15,16
GLP-1R inv ag,0.0%,4.9%,-11.2%,-10.7%,u,-19.3%,-12.8%,-8.1%
KB-V1 cytotox,0.0%,4.5%,-23.8%,2.1%,-10.0%,3.6%,u,-11.9%
GLP-1R agonist,-17.5%,-0.5%,-4.1%,1.5%,2.3%,-6.9%,-11.2%,5.5%
HEK293 tox,2.3%,-8.4%,6.6%,-11.7%,-24.9%,2.2%,0.8%,2.4%
HT1080 IDH1KD tx,-19.2%,7.0%,-16.8%,1.1%,x,x,18.1%,1.6%
HT1080NT lethal,5.3%,12.0%,-11.7%,6.9%,x,x,21.6%,-2.4%
TDP-43 yeast inh,-27.5%,1.6%,1.4%,10.4%,22.3%,12.1%,8.5%,1.8%
KB-3-1 cytotox,-0.2%,0.3%,-10.8%,1.0%,u,-5.7%,12.5%,u
SW480 rerep,0.3%,-1.0%,-4.4%,15.1%,x,x,0.0%,-0.1%

#17 Cc1cccn2cc(CCNC(=O)c3ccc(Br)o3)nc12
#18 CCC(=O)N1CCc2cc(Br)cc(S(=O)(=O)N3CCCC(C(=O)Nc4cccc(F)c4)C3)c21 (stereo not given)
#19 Cc1ccsc1C(=O)C1CCCN(Cc2cccn2-c2ccc(Cl)cn2)C1 (stereo not given)
#20 CCOc1ccc(/C=N/NC(=O)c2cc3c(OC)cc(OC)c(OC)c3[nH]2)cc1
#21 O=C(NCCc1ccccc1)c1ccccc1[N+](=O)[O-]
#22 O=C(NNC(=O)c1ncc(Cl)c(Cl)c1Cl)c1ccc(F)cc1
#23 O=C(Nc1nc(-c2ccccn2)cs1)C1CCCC1
#24 CCCOc1ccc(/C(O)=C2/C(=O)C(=O)N(CCN(C)C)C2c2ccncc2)cc1 (stereo not given)
assay / compound,17,18,19,20,21,22,23,24
GLP-1R inv ag,-6.7%,16.1%,u,-41.3%,20.9%,u,u,0.6%
KB-V1 cytotox,4.2%,23.3%,u,-3.2%,0.4%,u,u,0.0%
GLP-1R agonist,13.9%,-1.9%,-5.8%,-4.1%,0.7%,-2.5%,5.7%,-10.8%
HEK293 tox,-5.1%,16.0%,u,u,2.0%,u,u,-6.5%
HT1080 IDH1KD tx,-0.9%,x,u,u,10.6%,-11.1%,-25.4%,16.1%
HT1080NT lethal,0.6%,x,u,u,-0.9%,-14.4%,-5.7%,17.2%
TDP-43 yeast inh,29.9%,5.3%,-14.5%,12.0%,24.5%,14.7%,20µM*,5.7%
KB-3-1 cytotox,20.2%,-15.1%,-24.9%,0.0%,5.1%,-1.9%,-4.6%,-3.3%
SW480 rerep,-7.0%,x,18.4µM*,u,-0.1%,29.8%,3.7%,2.9%

#25 COc1ccc(C2=CC(=O)CC(c3ccc(F)cc3)C2)cc1 (stereo not given)
#26 O=C(NCc1ccco1)C1CCN(C(=O)N2CCOc3ccccc32)CC1
#27 CC(=O)c1cccc(CN2CCCC(C(=O)Nc3ccc(-c4ccco4)cc3)C2)c1 (stereo not given)
#28 CCOc1ccc2c(c1)C(C)=CC(C)(C)N2S(=O)(=O)c1ccc(NC(C)=O)cc1
#29 CC(NC(=O)/C(C#N)=C/c1ccc(OCC(=O)O)cc1)c1ccccc1 (stereo not given)
#30 CCNS(=O)(=O)c1ccc(C(=O)Nc2ccccc2)cc1
#31 O=C(CNC(=O)c1sc2ccccc2c1Cl)Nc1ccccc1F
#32 C=CCn1c(-c2ccc(OC)c(OC)c2)cs/c1=N\c1ccccn1
assay / compound,25,26,27,28,29,30,31,32
GLP-1R inv ag,u,4.3%,u,u,8.1%,-0.3%,13.0%,-1.8%
KB-V1 cytotox,-5.9%,-12.2%,17.6%,1.3µM*,24.7%,u,-6.0%,15.4%
GLP-1R agonist,8.5%,x,4.3%,3.2%,-0.9%,-15.3%,-0.4%,10.1%
HEK293 tox,-3.0%,1.7%,-2.0%,-24.3%,1.1%,-2.6%,-9.9%,-26.5%
HT1080 IDH1KD tx,2.9%,x,u,1.84µM*,-2.3%,1.1%,3.8%,-8.3%
HT1080NT lethal,-2.4%,x,-9.7%,3.66µM*,2.2%,9.9%,9.5%,-0.1%
TDP-43 yeast inh,15.8µM*,28.8%,-2.4%,20.5%,0.2%,-4.7%,28.3%,22.8%
KB-3-1 cytotox,2.0%,11.5%,-29.9%,1.64µM*,5.5%,-3.4%,-4.8%,-3.0%
SW480 rerep,-7.9%,x,8.2µM*,u,-1.5%,0.3%,-6.8%,-3.8%

#33 COc1ccccc1CC(=O)NCc1ccc2c(c1)OCO2
#34 COc1ccc(/C=C2\CCc3ccccc3C2=O)cc1Cn1cccn1
#35 C=CCc1cccc(CNc2nc3ccccc3n2CCN2CCOCC2)c1O
#36 COC(=O)CN1C(CN2CCOCC2)=Nc2ccc(Br)cc2C1c1ccccc1 (stereo not given)
#37 CSc1ccccc1CNC(=O)C1(C)CCCN1CC(C)C (stereo not given)
#38 O=C(NCCc1ccc(Cl)cc1Cl)c1cncc(Br)c1
#39 Nc1ncnc(Nc2cccc(F)c2)n1
#40 CC(C)CC(=O)NC(NCC1CCCO1)C(Cl)(Cl)Cl (stereo not given)
#41 CCCCOc1ccc(/C=c2\sc3ncnn3c2=O)cc1
assay / compound,33,34,35,36,37,38,39,40,41
GLP-1R inv ag,-6.9%,0.0%,2.1%,-18.5%,u,u,13.6%,-17.3%,-1.1%
KB-V1 cytotox,10.3%,u,-8.0%,-9.9%,-0.6%,-3.9%,-7.0%,-1.5%,u
GLP-1R agonist,6.3%,-6.1%,-10.2%,11.2%,-6.2%,11.6%,-2.0%,-4.1%,-10.0%
HEK293 tox,-3.2%,14.7%,3.0%,3.6%,2.8%,0.0%,13.6%,-9.9%,3.9%
HT1080 IDH1KD tx,6.5%,-16.0%,-2.5%,6.7%,-11.9%,-0.7%,18.4%,3.0%,7.8%
HT1080NT lethal,4.2%,-5.1%,-3.4%,4.8%,3.2%,5.9%,16.9%,-0.2%,8.0%
TDP-43 yeast inh,13.6%,u,-5.9%,9.3%,0.7%,u,-15.6%,-20.9%,-15.2%
KB-3-1 cytotox,4.7%,u,-0.8%,8.0%,0.0%,-12.4%,-2.2%,-4.6%,20.3%
SW480 rerep,-8.8%,u,-3.5%,-5.4%,x,21.8%,-37.3%[inhibitor],6.7%,-6.7%
